# Mcl1 Bid PPI: Mcl-1/Bid interaction inhibition. Q07820. inhibition, % at 21.7 µM. TR-FRET Mcl-1/Bid-Dy647 peptide binding, 1536-well. 220,000 compounds, 0.97% hits;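 active = compounds that cut the binding signal by more than half at the single screening dose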;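 also: His-tagged Mcl-1 with europium anti-His antibody binding Bid BH3 peptide; 0% = Mcl-1 plus peptide wells and 100% = peptide-only wells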
# Target sequence (Q07820 whole entry, looked up): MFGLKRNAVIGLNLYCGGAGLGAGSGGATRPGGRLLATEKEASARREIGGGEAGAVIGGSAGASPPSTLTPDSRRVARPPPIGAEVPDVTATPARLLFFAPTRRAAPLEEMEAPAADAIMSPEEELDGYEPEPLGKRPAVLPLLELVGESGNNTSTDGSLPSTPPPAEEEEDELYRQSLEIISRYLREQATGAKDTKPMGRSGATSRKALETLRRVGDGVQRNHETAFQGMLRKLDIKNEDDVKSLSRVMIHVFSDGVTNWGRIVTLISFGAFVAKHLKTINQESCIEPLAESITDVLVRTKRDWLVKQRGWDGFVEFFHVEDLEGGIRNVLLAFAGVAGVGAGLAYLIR
# Rab2A wt mod: changes GTP binding to wildtype dog Rab2A, up or down; P61105; GST-Rab2 wt beads, Bodipy-GTP binding, flow cytometry; GTP binding activity, % at 10 µM; 190,000 compounds, 0.19% hits; AID 760;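 active = GTP binding activity at least 20 points away from 100%, either lowered or raised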;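 also: 0% = beads with excess unlabeled GTP and 100% = no-compound control corrected for plate trend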
# Rac1 act GTP bind: alters GTP binding to activated mutant human Rac1; P63000; percent activity (GTP binding), % at 10 µM; 190,000 compounds, 0.11% hits; GST-Rac1 activated beads, fluorescent GTP binding, flow cytometry; actives lie on both sides; 100% means binding = to untreated wells;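 active = GTP binding at least 20 percentage points away from the 100% baseline, in either direction, so actives lie on both sides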
# HRas wt GTP bind: modulators of GTP binding to human HRas wildtype. P01112. GST-Ras wt beads, Bodipy-FL-GTP binding, flow cytometry; actives lie on both sides. GTP binding activity, % at 10 µM. 190,000 compounds, 0.14% hits. AID 759;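 active = GTP binding activity at least 20% away from the 100% baseline, either lowered as inhibitor or raised as activator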;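 also: 0% = unlabeled GTP competition control and 100% = no-compound control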
# Target sequence (P01112 whole entry, looked up): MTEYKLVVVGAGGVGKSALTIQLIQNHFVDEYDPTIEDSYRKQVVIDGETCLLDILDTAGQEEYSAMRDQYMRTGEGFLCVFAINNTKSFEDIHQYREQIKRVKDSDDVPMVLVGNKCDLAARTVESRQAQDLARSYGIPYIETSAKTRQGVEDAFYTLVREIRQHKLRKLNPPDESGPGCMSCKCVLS
# Pf gametocyte: inhibitors of late stage P. falciparum gametocyte viability. 150,000 compounds, 0.065% hits. P. falciparum stage V gametocytes, ATP luminescence, 24 h. inhibition, % at 10.9 µM;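 active = inhibition above the mean plus 3 SD of compounds within the control limits, set per campaign, cut at about 38% in these data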;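 also: 0% = DMSO wells and 100% = medium only without gametocytes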
# Mcl1-Noxa inh: disrupts binding of human Mcl-1 to Noxa peptide | Q07820 | TR-FRET Mcl-1/Noxa peptide binding, 2 h | inhibition, % at 21.7 µM | 220,000 compounds, 1.5% hits;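 active = compounds that cut the protein-peptide binding signal by more than 50% relative to plate controls in a single-dose test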;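 also: His-tagged Mcl-1 with rhodamine Noxa BH3 peptide and terbium anti-His antibody; 0% = Mcl-1 plus Noxa peptide wells and 100% = peptide-only wells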
# Avidin bead fluor: compound fluoresces at 488/530 nm on avidin beads; compound fluorescence 488/530 nm, flow cytometry; stronger effect = higher value; fluorescence (KMESF) at 10 µM; 220,000 compounds, 0.38% hits; AID 1775; in the data active = fluorescence above about 47; also: inactives centre near 10
# Rac1 wt GTP bind: alters GTP binding to wildtype human Rac1; P63000; GST-Rac1 beads, fluorescent GTP binding, flow cytometry; actives lie on both sides; 0 = cold GTP competed, 100 = untreated; GTP binding activity (% of control), % at 10 µM; 190,000 compounds, 0.27% hits; AID 757;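 active = GTP binding activity at least 20 points away from the 100% control level, either lower or higher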
# Cdc42 wt GTP: changes GTP binding to wildtype human Cdc42 | P60953 | GST-Cdc42 beads, Bodipy-GTP binding, flow cytometry; actives lie on both sides | percent activity (GTP binding), % at 10 µM | 190,000 compounds, 0.2% hits | AID 761;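 active = percent activity GTP binding at least 20 points away from the 100% baseline, either down as inhibitor or up as activator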;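 also: median bead fluorescence of bound Bodipy-FL-GTP at 100 nM; 0% = excess unlabeled GTP control and 100% = no compound control; below 100% means less GTP binding so inhibitor and above means activator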
# Target sequence (P60953 whole entry, looked up): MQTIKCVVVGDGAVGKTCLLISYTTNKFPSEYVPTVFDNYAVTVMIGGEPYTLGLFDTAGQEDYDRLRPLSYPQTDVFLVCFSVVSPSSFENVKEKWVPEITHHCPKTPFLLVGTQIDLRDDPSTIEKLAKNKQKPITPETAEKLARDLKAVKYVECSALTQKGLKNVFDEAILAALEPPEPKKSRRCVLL
# Rab7 wt modul: dog Rab7 wildtype GTP binding, inhibitors and activators; GST-Rab7 beads, fluorescent GTP binding, flow cytometry; actives lie on both sides; untreated = 100%, excess cold GTP = 0%; GTP binding activity (percent of control), % at 10 µM; 190,000 compounds, 0.055% hits; AID 758;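 active = fluorescent GTP binding to Rab7 beads changed by at least 20 points from the 100% baseline, either direction, mostly lower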;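 also: median green fluorescence of bound Bodipy-FL-GTP per Rab7 bead population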
# GSH bead fluor: GSH bead compound fluorescence profile | GSH beads flow cytometry, compound fluorescence 488/530 nm; stronger effect = higher value | fluorescence (KMESF) at 10 µM | 190,000 compounds, 0.25% hits | AID 1776; in the data active = fluorescence above about 89;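 also: glutathione beads carrying GST-tagged Bcl family fusion proteins plus one bare bead set; values are compound well signal with DMSO vehicle wells as background; inactives centre near 16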
# An asterisk follows results filed as active; x = not tested or not shown.
SMILES,Mcl1 Bid PPI,Rab2A wt mod,Rac1 act GTP bind,HRas wt GTP bind,Pf gametocyte,Mcl1-Noxa inh,Avidin bead fluor,Rac1 wt GTP bind,Cdc42 wt GTP,Rab7 wt modul,GSH bead fluor
COc1ccc(C(=O)Nc2cccc(C)c2)cc1S(=O)(=O)N1CCOCC1,76*,98,97,98,x,3,9,100,98,101,44
c1ccc(Cn2nnnc2CN2CCCC2)cc1,13,101,99,99,x,-2,38,103,102,94,18
O=C1/C(=C/c2ccc(O)c(O)c2)SC(=S)N1Nc1ccccc1,-27,99,94,97,x,60*,7,97,95,105,13
Cc1ccc(OCCNS(=O)(=O)c2cccs2)cc1,-7,100,97,99,7,-4,8,103,102,101,30
Cc1cc(C)c(NC(=O)CSc2nc3[nH]ncc3c(=O)[nH]2)c(C)c1,-16,98,92,94,-18,-11,15,95,95,101,12
COCC(C)NS(=O)(=O)c1ccccc1 (stereo not given),-23,98,99,99,22,10,9,103,99,102,17
CCOc1ccc(OCc2nnc(SCC(=O)NC3CCS(=O)(=O)C3)n2-c2ccc(Cl)cc2)cc1 (stereo not given),-2,104,98,102,x,-5,4,99,99,104,10
CCOc1ccc(C(=O)NC2CCN(S(=O)(=O)CC)CC2)cc1,-5,100,99,99,15,15,33,104,101,99,43
N#Cc1c(N)n(CCOC(=O)c2cccc([N+](=O)[O-])c2)c2nc3ccccc3nc12,-2,97,96,98,x,2,35,97,98,100,13
Cc1ccc(Cl)c2c1=NC(=O)C=2c1[nH]c(=S)[nH]c1O,-100,97,96,96,-6,53*,9,99,95,101,12
O=C(CCSCc1ccccc1F)NCCc1ccccc1,-36,97,93,97,x,-3,19,95,97,96,8
COc1cc(Br)c(S(=O)(=O)Nc2c(C)n(C)n(-c3ccccc3)c2=O)cc1OC,0,94,93,96,21,-4,9,98,100,92,8
O=C(c1ccc2ccccc2c1)N1CCN(c2ccc(O)cc2)CC1,-41,103,101,104,x,53*,5,104,106,105,16
O=C(NC1CCCCC1)C(c1cccs1)N(Cc1cccs1)C(=O)c1cccs1 (stereo not given),-6,97,99,99,x,8,22,100,96,101,12
CCOC(=O)C(CC)n1cnc2c(nnn2-c2ccc(OC)cc2)c1=O (stereo not given),-39,100,100,99,x,11,13,103,100,96,32
Cc1cc(C(=O)CN2C(=O)NC3(CCCc4ccccc43)C2=O)c(C)n1Cc1ccco1 (stereo not given),-8,99,99,102,x,18,10,106,101,103,37
Cc1ccc(S(=O)(=O)N(C)Cc2ccc(C(=O)NN=C(CC(C)C)CC(C)C)cc2)cc1,-14,99,98,101,2,6,4,105,99,102,13
C/C(CC(=O)Nc1cc(C)ccn1)=N\NC(=O)C(=O)Nc1cccc(C)c1,-49,97,99,99,18,4,11,102,101,93,2
CCOc1cc(NC(=O)c2ccco2)c(OCC)cc1NC(=O)c1cc(OC)c(OC)c(OC)c1,2,97,96,98,2,-8,13,103,98,96,37
Nc1ccccc1OCCOCCOc1ccccc1N,-38,99,97,97,-3,-9,4,97,97,97,24

# As entered above:
# Reading for CCOc1cc(NC(=O)c2ccco2)c(OCC)cc1NC(=O)c1cc(OC)c(OC)c(OC)c1 under Mcl1-Noxa inh: -8
# Reading for Cc1cc(C(=O)CN2C(=O)NC3(CCCc4ccccc43)C2=O)c(C)n1Cc1ccco1 (stereo not given) under Cdc42 wt GTP: 101
# Reading for c1ccc(Cn2nnnc2CN2CCCC2)cc1 under Rab7 wt modul: 94
# Reading for Nc1ccccc1OCCOCCOc1ccccc1N under Mcl1 Bid PPI: -38
# Reading for O=C1/C(=C/c2ccc(O)c(O)c2)SC(=S)N1Nc1ccccc1 under Mcl1 Bid PPI: -27
# Reading for COc1cc(Br)c(S(=O)(=O)Nc2c(C)n(C)n(-c3ccccc3)c2=O)cc1OC under GSH bead fluor: 8

# Three of the entries above in order of their number in Mcl1 Bid PPI, ascending:
SMILES	Mcl1 Bid PPI
O=C1/C(=C/c2ccc(O)c(O)c2)SC(=S)N1Nc1ccccc1	-27
O=C(NC1CCCCC1)C(c1cccs1)N(Cc1cccs1)C(=O)c1cccs1 (stereo not given)	-6
N#Cc1c(N)n(CCOC(=O)c2cccc([N+](=O)[O-])c2)c2nc3ccccc3nc12	-2

# (continued)
SMILES,Mcl1 Bid PPI,Rab2A wt mod,Rac1 act GTP bind,HRas wt GTP bind,Pf gametocyte,Mcl1-Noxa inh,Avidin bead fluor,Rac1 wt GTP bind,Cdc42 wt GTP,Rab7 wt modul,GSH bead fluor
CC(/C=N\Nc1nnc2c(n1)[nH]c1c(C)cccc12)=C\c1ccco1,78*,99,99,99,-35,87*,5,101,100,98,39
CCOC(=O)C1(Cc2ccc(Cl)cc2)CCN(C(=O)CCc2ccncc2)CC1,-21,95,94,94,-10,8,9,93,94,96,8
CC(C)N1CCN(Cc2nc(-c3ccccc3)cs2)CC1CCO (stereo not given),-24,101,96,99,13,14,3,100,98,103,10
CC(Oc1ccccc1F)C(=O)NCCN1CCCCC1 (stereo not given),59*,100,100,103,x,-4,30,102,101,102,14
Cn1cnc([N+](=O)[O-])c1SCC(O)CN1CCCCC1 (stereo not given),0,93,95,94,-13,17,11,98,96,91,13
O=C(Nc1ccc(N2CCN(C(=O)c3ccco3)CC2)cc1)C(c1ccccc1)c1ccccc1,-44,99,98,99,15,3,35,100,99,98,20
CCOC(=O)C1Cn2c(nc3c(c2=O)C(C)(C)Cc2ccccc2-3)S1 (stereo not given),1,98,96,99,-42,9,7,97,98,98,41
N=c1c2c3c(sc2ncn1CCCN1CCOCC1)CCCCC3,-10,99,97,98,17,14,16,101,96,99,36
C/C(CC(=O)N1CCN(C=O)CC1)=N\NC(=O)c1ccc([N+](=O)[O-])cc1,-34,97,94,96,-7,-2,6,95,94,102,10
COc1ccc(CCNC(=S)Nc2cccc(C)c2C)cc1,-7,99,99,102,-11,-7,11,104,100,98,28
CN(C)CCCN1C(=O)CSC1c1ccccc1 (stereo not given),-16,99,97,99,x,13,8,101,100,100,21
CCCCNC(=S)Nc1ccc(Oc2ccccc2)cc1,-26,96,94,97,x,29,9,98,99,93,17
Cc1ccc(C(C(=O)NCc2ccco2)N(C(=O)CNC(=O)c2cccs2)c2ccc(C)cc2C)cc1 (stereo not given),-20,99,98,101,17,-10,5,100,101,100,23
CCOC(=O)C1=C(C)OC(N)=C(C#N)C1c1ccc(OC)c(C)c1OC (stereo not given),-28,100,100,101,2,1,7,101,100,103,14
CC(C)(C)NC(=S)Nc1cccc(C(F)(F)F)c1,-23,100,97,97,5,-3,11,101,98,103,14
O=C(c1nn2c(C(F)(F)F)cc(-c3cccs3)nc2c1Cl)N1CCCc2ccccc21,0,99,97,98,12,0,5,102,100,98,18
Cc1ccc(C(=O)NC(=S)Nn2cnnc2)cc1,-52,95,96,99,-70,26,6,100,101,97,15
N#Cc1c(NC(=O)COC(=O)c2ccc(S(=O)(=O)N3CCCC3)cc2)sc2c1CCCCC2,-43,92,94,94,15,10,19,96,95,93,15
Cc1ccc(NC(=O)C(=O)Nc2ccccn2)cc1,0,101,100,101,-10,9,2,104,103,100,7
CCOC(=O)Cc1nnc(NC(=O)c2ccco2)s1,-45,98,99,99,0,5,4,101,100,99,16
CNCc1c(OCc2ccc(F)cc2)ccc2ccccc12,-26,95,99,97,x,14,10,96,99,98,16
Cc1ccc(-c2nc(SCC(=O)NCC3CCCO3)c(-c3ccc(C)cc3)[nH]2)cc1 (stereo not given),-13,96,97,99,x,-6,x,103,97,95,19
CSc1ncccc1C(=O)OCC(=O)NCc1ccc2c(c1)OCO2,-6,95,90,93,x,-1,13,98,93,98,14
Cn1c2c(c(=O)n(C)c1=O)C(C(F)(F)F)(C(F)(F)F)N=C(CCC1CCCCC1)N2,-5,99,99,100,-34,-2,15,99,95,102,17
CCc1cccc(OCCCn2ccnc2)c1,12,102,104,106,2,35,5,106,106,102,12
O=C(NCc1nc2ccccc2[nH]1)C1=C[C@@H](C2CC2)C[C@@H](OCc2ccc(CO)cc2)O1,-11,99,99,97,x,-11,6,97,99,96,21
Cc1cc(C)c(C#N)c(Cl)n1,4,103,101,101,-4,12,6,108,105,100,9
Cc1cccc(C)c1NC(=O)CCCSc1nc2ccccc2s1,-32,101,98,102,-2,4,3,107,102,103,9
O=C(CSc1cccc[n+]1[O-])Nc1ccc([N+](=O)[O-])cc1Cl,-5,98,96,96,3,2,10,99,97,93,27
CCn1cc(S(=O)(=O)Nc2ccc3c(c2)OCCO3)cn1,-21,96,95,96,x,7,4,103,99,94,9
CC(=O)N(CCC1(C(C)C)CCOC(C)(C)C1)Cc1ccco1 (stereo not given),-3,98,98,100,-2,13,8,103,102,104,10
CCCCN(CC(=O)NC(C)(C)C)C(=O)C(=O)Nc1ccc2c(c1)OCCO2,-30,99,96,97,-6,8,7,93,96,104,9
CCOC(=O)C1=C(CC)Nc2ccccc2N=C1NC(=O)c1ccc(S(=O)(=O)N(C)C)cc1,-12,97,97,98,x,5,13,96,99,97,26
Cc1ccc(Cc2nc(-c3ccncc3)no2)cc1,-41,94,95,94,9,-18,10,96,95,93,15
COc1ccc(C2(NC(C)=O)CCN(C(=O)c3cccs3)CC2)cc1,-10,99,100,101,x,1,6,105,98,102,23
O=C(c1ccco1)N1CCN(CC(=O)N(C2CCCCC2)C2CCS(=O)(=O)C2)CC1 (stereo not given),-25,94,93,95,-2,x,12,94,97,94,37
Cc1cnn(-c2cc(Oc3ccccc3)ncn2)c1,-19,103,101,102,-17,-17,37,106,104,99,9

# An excerpt of these results, with two lines to a compound.
# Value order – Mcl1 Bid PPI	Rab2A wt mod	Rac1 act GTP bind	HRas wt GTP bind	Pf gametocyte	Mcl1-Noxa inh	Avidin bead fluor	Rac1 wt GTP bind	Cdc42 wt GTP	Rab7 wt modul	GSH bead fluor
O=C(c1nn2c(C(F)(F)F)cc(-c3cccs3)nc2c1Cl)N1CCCc2ccccc21
 : 0	99	97	98	12	0	5	102	100	98	18
Cc1ccc(C(=O)NC(=S)Nn2cnnc2)cc1
 : -52	95	96	99	-70	26	6	100	101	97	15
N#Cc1c(NC(=O)COC(=O)c2ccc(S(=O)(=O)N3CCCC3)cc2)sc2c1CCCCC2
 : -43	92	94	94	15	10	19	96	95	93	15
Cc1ccc(NC(=O)C(=O)Nc2ccccn2)cc1
 : 0	101	100	101	-10	9	2	104	103	100	7
CCOC(=O)Cc1nnc(NC(=O)c2ccco2)s1
 : -45	98	99	99	0	5	4	101	100	99	16

# Source: PubChem BioAssay
